# Bioassay records from PubChem BioAssay.
# GAA spleen mod – inhibitors or activators of human alpha-glucosidase in spleen homogenate | Potency, µM (top dose mostly 79.9 µM), without a hit: at the highest dose activity change, negative = inhibition, most hits filed as inhibitors | human spleen homogenate, 4-MU-alpha-glucoside fluorescence | P10253 | hit rate 0.006% among 240,000;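 further: 0% = enzyme with vehicle and -100% = no enzyme basal signal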
#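 Compounds were titrated against alpha-glucosidase in spleen homogenate at pH 5.0, with 1 mM 4-methylumbelliferyl substrate for 40 min at 37 C. Reactions were quenched with pH 10 NaOH/glycine and fluorescence measured.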
# GAA inhib – inhibitors of human lysosomal alpha-glucosidase; AID 1466; P10253; purified human GAA, 4-MU-alpha-glucoside fluorescence; Potency, µM (titrated, usually from 76.9 µM), for the others: at the top dose activity change, negative = inhibition, most hits filed as inhibitors; hit rate 0.005% among 200,000;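 further: plate controls were uninhibited enzyme wells for no effect and no-enzyme background for full effect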
#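 Human alpha-glucosidase, 4 nM, pre-mixed with test compounds before 400 uM 4-methylumbelliferyl substrate; 20 min room temperature at pH 5.0. Fluorescence read after pH 10 stop; AC50 values from Hill-equation fits.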
# GAA glycogen – inhibitors or activators of human alpha-glucosidase glycogen cleavage; P10253; recombinant GAA, glycogen substrate, Amplex Red glucose oxidase fluorescence; Potency, µM (series often up to 76.4 µM), for the others: top-dose activity change, negative = inhibition, usual class: inhibitors; hit rate 0.38% among 300,000; AID 2100;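 further: 0% = full enzyme reaction and -100% = no-enzyme basal signal; the screen sought inhibitors and activators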
#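 Natural-substrate format: glycogen cleavage by 4 nM human enzyme, glucose read by Amplex Red coupling (Ex 573, Em 610 nm). Normalized to enzyme and no-enzyme controls.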
# HttQ103 aggreg – mutant huntingtin aggregation inhibition | PC12 HttQ103-GFP aggregates, Acumen cytometry, 40 h | Potency, µM (highest dose often 46.1 µM), inactives show at the top dose activity change, negative = inhibition, actives largely listed as inhibitors | hit rate 1.1% among 220,000; further: on the % scale 0 is the no-effect control and ±100 the full control effect; nearly all actives have a fitted effect of over 60% in size
#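 Quantitative HTS on tebufenozide-induced (100 nM) PC12 cells stably expressing polyQ103 Huntingtin exon 1–GFP. Reduction of bright GFP aggregates, detected by laser scanning cytometry after lysis, identified actives across the titration.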
# IMPase Li cell – membrane-permeable IMPase blocker, potentiated with lithium; CHO-M1 cells, IP1 TR-FRET (IP-One), carbachol + lithium; Potency, µM (doses to about 59.4 µM), inactives show top-dose activity, negative = IMPase inhibition, actives largely listed as inhibitors; hit rate 0.35% among 210,000; AID 1457;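 further: IP1 builds up when IMPase is blocked and the TR-FRET signal falls; plate controls were basal vehicle for no effect and high inhibitor control for full effect; nearly all actives have a fitted effect of over 50% in size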
#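 IP1 accumulation measured by competitive TR-FRET in lysed CHO-M1 cells after 30 min compound exposure at 37C, with a small lithium addition to potentiate weak responses. Hill-equation AC50 from ratio and donor-channel data.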
# HTT ATP protect – Huntington cell model cytoprotection by ATP luminescence | PC12 HTT-Q103 induced, cytoprotection, ATP luminescence, 40 h | Potency, µM (series often up to 56.4 µM), for the others: cytoprotection (ATP increase), most hits filed as activators | hit rate 0.14% among 230,000;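 further: % of control where 0% means no effect; nearly all actives have a fitted effect of over 45% in size; toxic huntingtin expression switched on by the ecdysone agonist tebufenozide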
#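 Huntington model: PC12 line, ecdysone-inducible HTTQ103 exon1–GFP, tebufenozide 100 nM. Test articles in a dose series. Endpoint luminescence from cellular ATP.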
# GoLoco inh red – blocks human Gai1 binding to RGS12 GoLoco peptide, red readout; Gai1:RGS12 GoLoco peptide FP, rhodamine, 10 min; Potency, µM (series often up to 61.6 µM), for inactives: at the top dose activity, negative = inhibition, most hits filed as inhibitors; hit rate 0.44% among 230,000; active means well fitted inhibition curve with a large enough effect, not every such curve was filed as active; inactive means no such curve, though single readings can be large or run the other way; further: on the % scale 0 is the no-effect control and ±100 the full control effect; nearly all actives have a fitted effect of over 30% in size; many of its hits are not listed in these tables
# Target sequence (P63096 whole entry, looked up): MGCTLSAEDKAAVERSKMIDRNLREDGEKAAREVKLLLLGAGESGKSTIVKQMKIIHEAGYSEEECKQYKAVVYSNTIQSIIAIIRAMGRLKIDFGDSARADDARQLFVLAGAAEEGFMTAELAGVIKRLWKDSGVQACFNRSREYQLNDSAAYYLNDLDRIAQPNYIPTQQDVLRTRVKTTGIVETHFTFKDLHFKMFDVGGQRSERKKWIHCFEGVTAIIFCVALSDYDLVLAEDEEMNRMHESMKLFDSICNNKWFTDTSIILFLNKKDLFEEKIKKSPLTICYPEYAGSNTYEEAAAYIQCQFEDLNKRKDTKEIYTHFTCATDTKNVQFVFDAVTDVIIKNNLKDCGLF
# An asterisk follows results filed as active; u = inconclusive; x = not tested or not shown; & = joins results of further samples; [ ] = another dose, or the depositor's remark. Unless noted, the call rests on the fitted dose curve; in most records, active means well fitted curve in the direction sought with a large enough effect; inconclusive means small, poorly fitted or top-dose-only effect, or another doubt; inactive means no such curve, though single readings can be large; an effect the other way counts as inactive or inconclusive. Potency means the concentration at half of the fitted maximal effect.
SMILES,GAA spleen mod,GAA inhib,GAA glycogen,HttQ103 aggreg,IMPase Li cell,HTT ATP protect,GoLoco inh red
O=C(Nc1ccccc1N1CCCCC1)c1ccc(-c2ccc(Cl)cc2)o1,-1%,-7%,8%,-16%,11%,x,-3%
CC(C)N(C(=O)CSc1nnnn1-c1ccc2c(c1)OCO2)C(C)C,4%,-2%,-8%,8%[9.22 µM],7%,2%[10 µM],17%
COCCNC(=O)/C(C#N)=C/C(C)=C/c1ccccc1,6%,5%,1%,5%,6%,x,-2%
CC(C)C(NC(=O)c1ccccc1F)C(=O)NCCc1ccccn1 (stereo not drawn),-2%,-8%,7%,5%,11%,-49%[inhibitor],-28%
COc1ccc(OC)c(S(=O)(=O)Nc2ccc(C(N)=O)cc2)c1,0%,-7%,-4%,12%,2%[38.3 µM],-9%[0.074 µM],-2%
Cc1cc(NS(=O)(=O)c2ccc(NC(=O)C(C(C)C)N3C(=O)c4ccccc4C3=O)cc2)nc(C)n1 (stereo not drawn),-12%,-12%,-6%,0%,1%[38.3 µM],-5%,-6%
CC(=O)Oc1ccc2nc(CN3C(=O)c4ccc([N+](=O)[O-])cc4C3=O)oc(=O)c2c1,6%,-5%,9%,u,-5%,-14%,2%
Cc1ccc(Cl)cc1NC1=NC(=S)N(C(C)C)C12CCCCC2,-5%,2%,11%,-4%,13%,-13%[10 µM],9%
COc1cccc(Cn2c(NCc3ccco3)nc3c2c(=O)n(C)c(=O)n3C)c1,2%,-5%,3%,u,34%[activator][38.3 µM],44%[10 µM],3%
Cn1c(-c2ccccc2)cnc1N,2%,5%,7%,30%,-6%[38.3 µM],-2%,14%
O=C1c2ccccc2C(Cc2ccncc2)(Cc2ccncc2)c2ccccc21,-1%,x,x,x,24%,27%,-24%
NC(=O)CN1CCN(c2cccc(Cl)c2)CC1,x,0%,1%,-8%,8%,-37%,12%
CN(c1ccccc1)S(=O)(=O)c1ccc(Cl)c(C(=O)OCC(=O)N2CCOCC2)c1,-5%,-4%,-14%,16%,12%,x,-7%
COc1ccc(CNC(=O)CCC(=O)Nc2nnc(CC(C)C)s2)cc1,-1%,x,6%,0%[9.22 µM],x,5%[10 µM],5%
Cc1nnc(-c2ccccc2)c[n+]1[O-],-3%,4%,-1%,2%,-1%[38.3 µM],3%,-7%
O=C(/C=C/c1ccc(Cl)cc1)NCCSc1ccccc1,1%,4%,-6%,22%,0%[38.3 µM],-16%,11%
CN(/C=C1/C(=O)CNC1=O)CCO,-7%,0%,-4%,-4%,-7%,18%,-28%
COCCCN1C(=O)/C(=C/c2ccc(CNS(=O)(=O)c3ccccc3)o2)C(C(=O)OC)=C1C,-6%,5%,-8%,0%[9.22 µM],27%,-8%,4%
COc1ccc(C(=O)O)cc1S(=O)(=O)NCCc1ccccn1,8%,x,10%,-11%[9.22 µM],x,8%[10 µM],-4%
COc1ccccc1C/C(N)=N/OC(=O)COc1cc(C)cc(C)c1C,7%,2%,-12%,0%,11%,u,7%

# An excerpt of these results, with two lines to a compound.
# The line under a structure holds: GAA spleen mod	GAA inhib	GAA glycogen	HttQ103 aggreg	IMPase Li cell	HTT ATP protect	GoLoco inh red
- Cc1nnc(-c2ccccc2)c[n+]1[O-]
→ -3%	4%	-1%	2%	-1%[38.3 µM]	3%	-7%
- O=C(/C=C/c1ccc(Cl)cc1)NCCSc1ccccc1
→ 1%	4%	-6%	22%	0%[38.3 µM]	-16%	11%
- CN(/C=C1/C(=O)CNC1=O)CCO
→ -7%	0%	-4%	-4%	-7%	18%	-28%
- COCCCN1C(=O)/C(=C/c2ccc(CNS(=O)(=O)c3ccccc3)o2)C(C(=O)OC)=C1C
→ -6%	5%	-8%	0%[9.22 µM]	27%	-8%	4%
- COc1ccc(C(=O)O)cc1S(=O)(=O)NCCc1ccccn1
→ 8%	x	10%	-11%[9.22 µM]	x	8%[10 µM]	-4%

# Further compounds.
SMILES,GAA spleen mod,GAA inhib,GAA glycogen,HttQ103 aggreg,IMPase Li cell,HTT ATP protect,GoLoco inh red
CCn1c(SCC(=O)Nc2cccc(C)n2)nnc1-c1ccco1,-3%,-7%,4%,2%,0%[38.3 µM],-11%,-4%
O=C(OCc1csc(-c2ccccc2)n1)c1ccccc1O,-1%,u,-5%,-2%,12%,-31%[inhibitor],-2%
CC(C)OP(=O)(OC(C)C)C(Nc1ccccc1)c1ccccc1C(F)(F)F (stereo not drawn),-7%,-17%,-6%,-9%,5%,14%[10 µM],-5%
Oc1cccc(Nc2nc(O)c(/C=C3\C=Nc4ccccc43)s2)c1,4%,x,-3%,-11%[9.22 µM],x,-13%[10 µM],111%[activator]
CCNC(=S)NCCN1CCCCC1,2%,5%,3%,10%[9.22 µM],14%[38.3 µM],6%,7%
CCOCCCNC(=O)C(=O)NCCCOCC,-1%,-8%,-6%,3%,-2%,-9%[1.9 µM],2%
Clc1cccc(Cl)c1Cn1cnc2c(N3CCCCCC3)ncnc21,1%,-7%,-3%,-26%,27%[38.3 µM],-37%,5%
Cc1ccc(NC(=O)NC2CCN(CC(=O)Nc3nccs3)CC2)cc1,-4%,-10%,3%,5%,-3%[38.3 µM],-4%,-2%
Cc1ccccc1N1CC(=O)N(c2ccccc2C)CC1=O,-6%,-6%,3%,13%[9.22 µM],-1%[38.3 µM],-7%,-6%
CNS(=O)(=O)c1ccc(NC(=O)C2CC(=O)N(c3ccc(Cl)cc3)C2)cc1 (stereo not drawn),-1%,2%,-3%,-4%,-3%,-18%,11%
Cc1nc2c(C)cccn2c1/C(O)=C1\C(=O)C(=O)N(CCN(C)C)C1c1ccccc1 (stereo not drawn),-10%,x,8%,-2%[9.22 µM],x,1%[10 µM],1%
Cc1ccc2oc(-c3ccc(C)c(NC(=S)NC(=O)c4cccs4)c3)nc2c1,-8%,-8%,8%,-31%,-1%,27%[1.9 µM],24%
C=C1CCC(C2CC(=O)OC2=O)C(=O)CCC2C1CC2(C)C (stereo not drawn),-6%,x,x,x,-9%,x,7%
COc1cccc(CSc2nc3ccccc3[nH]2)c1,-3%,0%,7%,-12%,10%,-2%[10 µM],-3%
CC1CCCCN1CCNC(=O)C1CCN(S(=O)(=O)c2cccc3cccnc23)CC1 (stereo not drawn),-15%,-1%,-5%,-18%,44%[activator][38.3 µM],7%,9%
O=C(O)CCc1ccc(-c2ccccc2)n1CC(=O)O,-4%,6%,0%,-8%,14%[38.3 µM],4%[10 µM],3%
CC1=NNC(=O)C1CC(=O)N/N=C(/C)c1cccc([N+](=O)[O-])c1 (stereo not drawn),4%,0%,u,3%,-6%,-22%,5%
CC(=O)Nc1c(C#N)c(C(C)(C)C)cn1C,12%,-15%,7%,-2%,14%[38.3 µM],-4%[0.074 µM],0%
Cc1cc(NS(=O)(=O)c2ccc(NC(=S)NC(=O)c3ccc(Br)cc3)cc2)no1,7%,3%,7%,0%,14%,24%[10 µM],3%
CN1CCN(C(=S)NC(=O)c2ccc(C(C)(C)C)cc2)CC1,-4%,-2%,5%,-17%,-7%,16%[10 µM],14%
[O-][N+]12CCN(CC1)c1ccccc12,-6%,2%,1%,2%,-9%[38.3 µM],2%,-4%
Cc1cc(C)cc(OCC(=O)Nc2ccc(S(=O)(=O)Nc3ccccn3)cc2)c1,0%,u,-16%,x,6%,x,-5%
O=C(Nc1ccc(F)cc1)c1oc2ccccc2c1NC(=O)C1CCCC1,4%,-11%,7%,-15%,-2%[38.3 µM],-4%,-5%
Cc1ccc(OCc2ccc(Br)cc2)c([N+](=O)[O-])n1,-1%,-7%,0%,1%,9%,-49%[inhibitor],3%
O=C(Cc1c[nH]c2ccccc12)NCc1ccc2c(c1)OCO2,4%,-2%,-15%,u,-4%[38.3 µM],-5%[10 µM],6%
Cc1cc(NC(=O)c2ccc(Cl)cc2)c(C)cc1O,12%,12%,-28%,9%,11%,-8%[10 µM],-2%
Cn1cccc1/C=C1\SC(=O)N(CC(=O)Nc2ccc(Cl)cc2)C1=O,-5%,11%,10%,-15%,-1%[38.3 µM],16%,-20%
NC(=O)c1c(NC(=O)C2c3ccccc3Oc3ccccc32)sc2c1CCCCC2,-7%,1%,-3%,2%,-5%,x,26%
O=C(CN1CCN(Cc2ccccc2)CC1)N/N=C/C=C/c1ccco1,-8%,-3%,7%,6%,3%,2%[10 µM],5%
COc1ccc(S(=O)(=O)Nc2ccc(C(F)(F)F)cc2)cc1OC,7%,-1%,-4%,-31%,31%[activator][38.3 µM],-13%,5%
Cc1cccc(C(=O)NCCNc2nc3cc(C)c(C)cc3cc2C)c1,2%,x,-3%,5%[9.22 µM],13%,-14%[10 µM],4%
O=C1C2CCCN2C(c2ccc(Br)cc2)N1c1ccc(F)cc1 (stereo not drawn),3%,-4%,-2%,9%,11%[38.3 µM],8%,9%
Cc1ccc(CC(=O)Nc2nc3ccccc3[nH]2)cc1C,3%,2%,12%,4%,-1%[38.3 µM],-13%,16%
COc1ccc(NC(=O)C2CCCCN2S(=O)(=O)c2ccc(F)cc2)c(OC)c1 (stereo not drawn),-5%,-7%,2%,-16%,-2%[38.3 µM],-15%,5%
O=C1CCN(CCc2ccccc2)CCN1CCSc1ccc(Br)cc1,8%&1%,x,-1%,13%[9.22 µM],x,1%[10 µM],4%
O=C(COC(=O)C1CSC2(c3ccc(F)cc3)CCC(=O)N12)NC(=O)NC1CCCC1 (stereo not drawn),2%,-5%,-23%,18%,-1%,23%[10 µM],10%
N#Cc1cc(-c2ccccc2)nnc1Oc1ccccc1Cl,8%,-2%,-11%,2%,-2%[38.3 µM],-5%,11%
O=[N+]([O-])c1nn(-c2ccc3c(c2)OCCO3)n(O)c1=NC1CCCCCC1,-23%,-6%,-11%,9%,30%[activator][38.3 µM],-7%[10 µM],7%
Cc1ccnc(NS(=O)(=O)Cc2ccccc2)c1,-7%,0%,-4%,7%,4%[38.3 µM],4%,-2%
C=C(C)C(=O)Nc1cccc(C2=NOC3(C2)C[C@@H](C(N)=O)N(C(=O)c2cc([N+](=O)[O-])cc([N+](=O)[O-])c2)C3)c1 (stereo partly drawn),1%,x,5%,-22%[9.22 µM],x,-9%[10 µM],0%
Cc1nn(C)c(Oc2cccc(Cl)c2)c1C(=O)O,1%,4%,2%,-1%,7%[38.3 µM],-2%[10 µM],-1%
CCc1nn(C)c(N)c1C,-8%,0%,u,-9%[9.22 µM],11%,-4%[10 µM],6%
CC(C)Nc1nnc(SCC(=O)c2c[nH]c3ccccc23)s1,-5%,-4%,1%,-13%,3%,27%[10 µM],26%
Cc1cc(=O)[nH]c(SCC(=O)Nc2ccc(S(=O)(=O)N3CCCCC3)cc2)n1,-22%,u,-10%,1%[9.22 µM],-20%[38.3 µM],-1%,2%

# Not all compounds are listed, so the mix of outcomes need not match the whole.
